High-throughput results: PubChem BioAssay, National Center for Advancing Translational Sciences (NCATS)
PNC inhibitor – blocks assembly of the perinucleolar compartment. PC3M PTB-GFP, PNC prevalence imaging, 16 h; active compounds read low. activity change (PNC), negative = inhibition, % at 10 µM. 140,000 tested, 3.1% active;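 active = readout at or below -70, meaning at least 70% loss of cells showing the perinucleolar compartment, a nuclear body marking cancer cells; inconclusive = readout between -30 and a set limit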;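 also: plate controls were DMSO wells for no effect and camptothecin positive control wells for full effect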
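Compounds are pinned in duplicate onto adhered PC3M cells stably expressing GFP-tagged PTB and incubated 16 h at 37 C. Cells are then fixed, nuclei stained with Hoechst, and PNC-positive cells counted.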
IMPase cell inh – cell-permeable inhibitors of inositol monophosphatase (IMPase); CHO-M1 cells, IP1 accumulation, HTRF TR-FRET ratio; inhibition (IP1 accumulation), % at 46.1 µM; 120,000 tested, under 10 active; active = well fitted curve in the direction sought with a large enough effect in the signal ratio, not every such curve was filed as active; inconclusive = small, poorly fitted or top-dose-only effect, or a change in a side signal; inactive = no such curve, though single readings can be large or run the other way; the % refers to the signal ratio;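 also: cells stimulated with carbachol in lithium chloride buffer; plate controls were DMSO basal wells for no effect and reference inhibitor wells for full effect; higher means more IMPase inhibition seen as more IP1 and lower FRET ratio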
Target sequence (P97697 whole entry, looked up): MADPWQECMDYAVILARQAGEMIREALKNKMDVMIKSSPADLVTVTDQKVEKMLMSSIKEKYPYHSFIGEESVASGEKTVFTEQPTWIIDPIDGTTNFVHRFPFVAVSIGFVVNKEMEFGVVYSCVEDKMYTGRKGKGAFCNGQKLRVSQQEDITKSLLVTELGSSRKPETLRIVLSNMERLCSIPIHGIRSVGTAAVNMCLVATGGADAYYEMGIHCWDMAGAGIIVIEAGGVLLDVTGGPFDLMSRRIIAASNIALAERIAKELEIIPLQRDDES
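Measured: the HTRF emission ratio (665/620 nm) plus the 620 nm donor channel, each fitted to the Hill equation to give AC50. Cells were CHO-M1 given compounds up to 46 uM and a 30 min carbachol stimulation at 37C.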
ALOX12 inhib – blocks human 12-lipoxygenase activity; P18054; purified 12-hLO, xylenol orange hydroperoxide absorbance; Potency, µM (series often up to 57.1 µM), inactives show at the highest dose activity change, negative = inhibition, actives largely listed as inhibitors; 150,000 tested, 0.12% active; AID 1452; also: potency is read from the fitted curve at half-maximal effect; nearly all actives have a fitted effect of over 55% in size; many of its hits are not listed in these tables
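Hydroperoxide output read as Fe(III)-xylenol orange absorbance, 573-to-405 nm ratio, after 30 min reaction with 40 uM arachidonic acid. Enzyme: 150 nM purified human 12hLO, 15 min compound preincubation; 25 mM Hepes pH 7.0, room temperature.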
15-hLO-2 inh – inhibitors of human 15-lipoxygenase 2 (ALOX15B). O15296. purified 15hLO-2, xylenol orange hydroperoxide absorbance. Potency, µM (top dose mostly 57.1 µM), for the others: top-dose activity change, negative = inhibition, hits mostly inhibitors. 110,000 tested, 0.56% active. AID 881; also: potency is read from the fitted curve at half-maximal effect; nearly all actives have a fitted effect of over 60% in size; many of its hits are not listed in these tables
Target sequence (O15296 whole entry, looked up): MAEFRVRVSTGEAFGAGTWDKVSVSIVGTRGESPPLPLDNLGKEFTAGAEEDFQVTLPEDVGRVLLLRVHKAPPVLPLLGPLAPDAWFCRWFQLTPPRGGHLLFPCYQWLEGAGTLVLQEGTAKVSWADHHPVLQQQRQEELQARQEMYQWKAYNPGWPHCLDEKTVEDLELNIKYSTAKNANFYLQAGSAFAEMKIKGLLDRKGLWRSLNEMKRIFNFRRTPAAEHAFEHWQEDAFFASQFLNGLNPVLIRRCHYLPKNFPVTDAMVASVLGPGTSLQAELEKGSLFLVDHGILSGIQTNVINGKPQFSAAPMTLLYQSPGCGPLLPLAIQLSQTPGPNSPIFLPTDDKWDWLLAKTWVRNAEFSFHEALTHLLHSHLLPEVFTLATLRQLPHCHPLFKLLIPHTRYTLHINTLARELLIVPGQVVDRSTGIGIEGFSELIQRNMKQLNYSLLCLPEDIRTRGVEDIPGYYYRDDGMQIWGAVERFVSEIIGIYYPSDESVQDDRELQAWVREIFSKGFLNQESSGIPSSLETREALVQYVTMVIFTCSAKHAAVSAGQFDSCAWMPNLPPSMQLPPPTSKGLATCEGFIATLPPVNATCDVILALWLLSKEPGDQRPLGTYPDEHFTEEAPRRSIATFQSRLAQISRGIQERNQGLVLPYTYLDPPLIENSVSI
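Screening format was qHTS against 50 nM purified 15hLO-2 in Hepes pH 7.5 with detergent. Activity follows hydroperoxide formation from 45 uM arachidonic acid, measured as 573:405 nm absorbance ratio of the ferric-xylenol orange complex.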
An asterisk follows results filed as active; ? = inconclusive; / = not tested or not shown; [ ] = remark or other dose. Unless noted, calls follow the shape of the dose curve; as a rule, active = well fitted curve in the direction sought with a large enough effect; inconclusive = small, poorly fitted or top-dose-only effect, or another doubt; inactive = no such curve, though single readings can be large; an effect the other way counts as inactive or inconclusive. Unless noted, % is scaled to controls: 0 for no effect and ±100 for the full control effect. Only part of the results is shown; rates above refer to the full screens.

SMILES	PNC inhibitor	IMPase cell inh	ALOX12 inhib	15-hLO-2 inh
COc1ccc(S(=O)(=O)NCc2ccc(C(=O)O)cc2)cc1	-11	?	0%	/
COc1ccc(OC)c(NC(=O)C23CCC(C)(C(=O)O2)C3(C)C)c1 (stereo not given)	-27	-2	0%	-6%
O=C(NC1CCCCC1)c1ccc(S(=O)(=O)NCc2cccnc2)cc1	14	-6	0%	-8%
Cc1ccc(NC(=S)N(Cc2ccco2)C2CCN(C(C)C)CC2)cc1	-16	3	-1%	/
O=C(CCCN1CCC(O)(c2ccc(Br)cc2)CC1)c1ccc(F)cc1	/	0[20.6 µM]	-8%[25.6 µM]	42%[activator][25.6 µM]
COc1ccc(CC(NC(C)=O)C(=O)N2CCN(C(=O)N(C(C)C)C(C)C)CC2)cc1 (stereo not given)	17	7	8%	-3%
CC(C)(C)c1ccc(C(=O)NC(=S)NNC(=O)c2cccs2)cc1	18	/	-25%	/
COc1ccc(NC(=O)CNS(=O)(=O)c2ccc3nc(C)sc3c2)c(OC)c1	?	-7	4%	1%
Cc1cc(C)c(NC(=O)CSc2nnc(SCC(=O)Nc3c(C)cc(C)cc3C)n2N)c(C)c1	23	5	2%	-1%
CCN(CC)C(=O)COn1c(SCC(=O)N(CC)CC)nc2ccccc2c1=O	?	-12	0%	-1%
CCOc1ccc(C)cc1S(=O)(=O)n1ccc(C)n1	32	-1	-11%	-2%
CCNC(=S)NCc1ccc2c(c1)OCO2	?	/	-5%	/
CN1C(=O)CC(N2CCN(CC(=O)N3CCCC3)CC2)C1=O (stereo not given)	16	-2	-11%	0%
O=C(Nc1nnc(-c2ccccc2Cl)o1)c1ccc(S(=O)(=O)N2CCCCCC2)cc1	15	-6	1%	17%
CCOC(=O)C1CCN(S(=O)(=O)c2ccc3c4c(cccc24)C(=O)N3)CC1	10	4	-1%	-5%
N#CC1=C(N)C2=CCCC[C@H]2[C@H](c2cccc(F)c2)C1(C#N)C#N	-15	3	-13%	/
CCOC(=O)C1CCN(Cc2ccc(O)c3ncccc23)CC1	?	22	?	44%[activator]
COc1ccc(CCN(C(=O)C(F)(F)F)C(C(=O)NC2CCCCC2)c2ccc(C)s2)cc1OC (stereo not given)	?	-7[1.84 µM]	-2%	6%[11.4 µM]
Cn1c(SCc2ccc(Cl)cc2Cl)nc(C(F)(F)F)cc1=O	7	-9	-1%	-4%
CC1=NN(C(=O)COc2ccccc2)C(O)(c2ccccc2)C1 (stereo not given)	11	/	1%	/

A second format for some results above.
Cc1ccc(NC(=S)N(Cc2ccco2)C2CCN(C(C)C)CC2)cc1
  PNC inhibitor: -16; IMPase cell inh: 3; ALOX12 inhib: -1%; 15-hLO-2 inh: /

O=C(CCCN1CCC(O)(c2ccc(Br)cc2)CC1)c1ccc(F)cc1
  PNC inhibitor: /; IMPase cell inh: 0[20.6 µM]; ALOX12 inhib: -8%[25.6 µM]; 15-hLO-2 inh: 42%[activator][25.6 µM]

COc1ccc(CC(NC(C)=O)C(=O)N2CCN(C(=O)N(C(C)C)C(C)C)CC2)cc1 (stereo not given)
  PNC inhibitor: 17; IMPase cell inh: 7; ALOX12 inhib: 8%; 15-hLO-2 inh: -3%

CC(C)(C)c1ccc(C(=O)NC(=S)NNC(=O)c2cccs2)cc1
  PNC inhibitor: 18; IMPase cell inh: /; ALOX12 inhib: -25%; 15-hLO-2 inh: /

(more compounds)
SMILES	PNC inhibitor	IMPase cell inh	ALOX12 inhib	15-hLO-2 inh
COC(=O)C(C)Sc1nc2c(cnn2-c2ccc(C)cc2)c(=O)[nH]1 (stereo not given)	33	-6	5%	-12%
COc1ccc(CCNC(=O)c2cc(-c3ccc4c(c3)OCO4)on2)cc1OC	?	2	-3%	6%
O=C(O)c1ccccc1C(=O)Nc1ccccn1	-14	3	4%	14%
O=C(O)c1cccc(CSc2nc(-c3ccc(Cl)cc3)cc(C(F)(F)F)n2)c1	-3	3	-11%	-25%
Cc1ccccc1CN1CCNC1=O	16	-4	-1%	3%
CCCCCCCCc1ccc(-c2ccc(C(=O)O)cc2)cc1	/	/	1%[0.00818 µM]	-11%[0.0915 µM]
Cc1cc(-c2n[nH]c(=S)n2-c2ccc(C)c(C)c2)no1	34	/	5%	/
CCCc1nc2c(C)cc(C)cc2c(N)c1CC	?	6	3%	12%
C=C(C)C1CC=C(C)/C(=N/Nc2ccccc2[N+](=O)[O-])C1 (stereo not given)	-13	5	0%	/
Cc1ccsc1C1C2=C(CC(C)(C)CC2=O)Nc2ncnn21 (stereo not given)	5	-1	-6%	-9%
Cc1cccc(C)c1Nc1nnc(SCC(=O)NC2CCS(=O)(=O)C2)s1 (stereo not given)	10	/	-2%	/
Cc1cccc(C)c1NC(=O)CSc1nnc(-c2ccco2)n1N	15	9	-4%	-9%
Cc1cc(C(=O)N(C2CCCCC2)C2CCCCC2)no1	9	8	-4%	1%
O=C(CCS(=O)(=O)c1ccc(Br)s1)NC1CCCC1	20	0	-2%	-3%
COc1ccc2c(c1)OC(=O)CC2c1cc(OC)c(OC)c(OC)c1 (stereo not given)	/	/	-5%[0.00818 µM]	-18%[0.0915 µM]
COC(CN(C(=O)CCl)C(C(=O)NC1CCCCC1)c1ccc(C)cc1)OC (stereo not given)	20	-3	2%	/
CCOc1ccc(S(=O)(=O)Nc2ccc(S(=O)(=O)N3CCCC3)cc2)cc1	34	10	9%	-7%
Cc1sc(/N=C/c2ccccc2O)c(C#N)c1C	24	-9	1%	-3%
CCCCn1c(-c2ccccc2)cnc1SCC(=O)NCCc1ccc(OC)c(OC)c1	10	-6[1.84 µM]	0%	9%[11.4 µM]
CCc1nc(N(CC)CC)c2oc3ccccc3c2n1	-9	8	-15%	12%
O=C(CSc1ccc2nnc(-c3ccc(F)cc3)n2n1)NCC1CCCO1 (stereo not given)	14	9	-9%	?
O=C(O)c1ccc(-c2ccc(-c3ccccc3)cc2)o1	/	/	0%[0.00818 µM]	-25%[0.0915 µM]
CCCc1nnc(NC(=O)CCN2C(=O)c3ccccc3C2=O)s1	3	-3	-2%	-6%
COc1ccc(-n2c(SCC(N)=O)nnc2-c2ccc(NS(=O)(=O)c3ccc(C)cc3)cc2)cc1	-17	-7	-16%	-5%
Cn1nnnc1SCCNCc1ccc(Cl)cc1	?	?	3%	0%
CC(C)OC(=O)c1cccc(C(=O)O)n1	?	2	-1%	/
CCC1(C)Cc2c(sc(NC(=S)NC(=O)c3ccccc3)c2C#N)CO1 (stereo not given)	?	-6	-4%	/
Cc1cc(NC(=O)c2ccc3c(c2)OCO3)no1	?	2	0%	-4%
COc1cc2c(-c3ccccc3O)nc3c(c(C)nn3-c3ccccc3)c2cc1OC	-16	-1	-2%	/
CC12CC(NC(=O)N1c1cccc(C(=O)N3CCN(c4ccccc4F)CC3)c1)c1ccccc1O2 (stereo not given)	16	-4	1%	-4%
CC1(C)CC2c3cccc(C(=O)O)c3C(=O)N2c2c1ccc1ccccc21 (stereo not given)	?	/	0%	/
Cc1ccc([N+](=O)[O-])cc1NC(=O)CN1CCCCC1	-25	2	-1%	-9%
CC(C)[C@H](NC(=O)OCc1ccccc1)C(=O)OCC(=O)Nc1c(F)cccc1F	-13	4	-1%	/
COc1cccc(C2=NOC(C(=O)NCc3cccs3)C2)c1 (stereo not given)	15	13	1%	1%
N/C(Cc1ccc([N+](=O)[O-])cc1)=N\OC(=O)COc1ccc2ccccc2c1	-14	-2	-9%	2%
CCS(=O)(=O)CCSc1nc(C)cc(C)n1	-19	-1	-1%	-2%
COc1cc(CN2C(=S)NC(C)(C)CC2(C)O)cc(OC)c1 (stereo not given)	-23	/	?	/
COc1ccc(C(=O)CSc2nnc(-c3cc4ccccc4cc3O)n2Cc2ccco2)cc1	-23	12	-8%	-13%
Cc1cc(/C=C(\C#N)C(=O)NC2CCCCCC2)c(C)[nH]1	17	/	-2%	/
CCCCNC(=O)N1CCc2ccccc2C1	-114*	/	1%	/
CCCCCCCCN[C@@H](C)[C@H](O)c1ccc(SC(C)C)cc1	/	4[20.6 µM]	0%[25.6 µM]	32%[activator][25.6 µM]
Cc1ccccc1C1CC(=O)Oc2cc(C)c(Cl)c(C)c21 (stereo not given)	/	/	-2%[0.00818 µM]	-3%[0.0915 µM]
N#Cc1nc(Cc2ccccc2)oc1N1CCC(Cc2ccccc2)CC1	48	14	-9%	-1%
Cc1ccc(C(=O)NCC(=O)OCC(=O)Nc2ccc(Cl)cc2C(F)(F)F)cc1C	?	/	1%	/
CCCCn1c(CNC(=O)C23CC4CC(CC(C4)C2)C3)nnc1SCC(=O)Nc1nnc(C)s1	?	3	1%	-2%
COc1cc(S(=O)(=O)N(Cc2ccc(C)cc2)Cc2ccco2)ccc1-n1cnnn1	17	7	-5%	-3%
COc1cc(NC(=O)c2ccccc2)c(OC)cc1NC(=O)CN1CCN(c2ccccn2)CC1	-12	8	6%	27%
COc1ccccc1-c1nnc2n1N=C(C)CS2	-7	-15	-4%	-6%
CCOC(=O)C1=C(CC)Nc2ccccc2N=C1NC(=O)Nc1ccccc1OC	11	7	1%	4%
Cc1ccc(CNCC2CCCO2)s1 (stereo not given)	13	-4	7%	-4%
COc1ccccc1NC(=O)N1CCCC(c2nc3c(nnn3Cc3ccc(C)cc3)c(=O)[nH]2)C1 (stereo not given)	2	8	-24%	-25%
CCOc1ccc(CC(=O)Nc2c(C(N)=O)oc3ccc(Br)cc23)cc1OCC	?	12	-4%	-9%
O=C(Oc1ccc(Br)cc1)C1CC(=O)N(c2ccc(F)cc2)C1 (stereo not given)	-29	-7	-3%	0%
COc1ccc2[nH]c(C)c(CN3CCCCC3)c(=O)c2c1	8	6	4%	-1%
Cn1c(SCC(=O)NCc2ccc3c(c2)OCO3)nnc1-c1cc2ccccc2cc1O	29	?	1%	-7%
CCOc1ccccc1C(=O)Nc1cc(OC)ccc1OC	-29	20	-12%	14%
CCOC(=O)Cc1nnc(NC(=O)C(CC)Sc2nc(C)cc(C)n2)s1 (stereo not given)	?	9	-5%	2%
C=CCN(CC=C)CCOc1cccc2ccccc12	11	/	-4%	/
CCn1c(C)nc2cc(C(=O)NNS(=O)(=O)c3ccc(C)cc3C)ccc21	-22	-4	-2%	3%
CCc1c(C)sc(NC(=O)CSc2nc3c(c(C(F)(F)F)n2)CCc2ccccc2-3)c1C#N	-29	-10[1.84 µM]	-3%	-7%[11.4 µM]

New compounds follow.
SMILES	PNC inhibitor	IMPase cell inh	ALOX12 inhib	15-hLO-2 inh
CC(O)CN(C)CC/C=C1/c2ccccc2CSc2ccccc21 (stereo not given)	58	/	11%	/
Cc1ccc(NC(=O)C(OC(=O)c2ccccc2Cl)c2ccccc2)cc1Cl (stereo not given)	4	/	0%	/
COC(=O)c1ccccc1NC(=S)N(Cc1ccc2c(c1)OCO2)Cc1cc2cc(OC)ccc2[nH]c1=O	-19	/	0%	/
Cc1cccc(NC(=O)CN(C)S(=O)(=O)c2cnc[nH]2)c1	-17	-1	8%	-5%
Cc1sc(NC(=S)NC(=O)C2CCCCC2)c(C(N)=O)c1C	13	/	-1%	/
O=C1c2ccccc2C(Nc2ccccc2)N1c1ccc(Cl)cn1 (stereo not given)	-1	14	-1%	4%
COc1ccc(CCNC(=O)CC2Oc3ccc(Cl)cc3NC2=O)cc1OC (stereo not given)	?	7	3%	-4%
Cc1ccsc1/C=N/Nc1ncc(Cl)cc1Cl	31	8	-18%	-14%
CC(=O)C1=C(C)NC(C)=C(C(C)=O)C1c1cccs1	?	0	2%	-7%
CCN(C(=O)c1cn(C)c(=O)c2cc(OC)c(OC)cc12)c1cc(OC)ccc1OC	38	-4	3%	2%
Cc1ccc(-c2ccc(C(=O)O)[nH]2)cc1	42	1	-2%	-5%
O=C(NCCc1csc(-c2cccnc2)n1)c1ccc(Br)o1	1	7	2%	-2%
CN1CCN(S(=O)(=O)c2ccc(NC(=O)Nc3cccc(Cl)c3)cc2)CC1	17	-3	-6%	26%
O=C(CCCSc1nc2ccccc2[nH]1)NCc1ccccc1Cl	26	3	2%	/
